Screening data: PubChem, several laboratories
TLR9-MyD88 inh: blocks human TLR9 binding to MyD88; Q9NR96+Q99836; CHO BLA complementation TLR9-MyD88, CCF4 FRET ratio; inhibition, % at 4.98 µM; actives 0.21% (n = 340,000);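 active = inhibition above the mean over all tested compounds plus 3 SD, cut at about 21% in these data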;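 note: 0% = DMSO only wells and 100% = clavulanate BLA inhibitor control wells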
NOD2 RIPK2 PPI: blocks binding of human NOD2 to RIPK2; CHO BLA complementation NOD2-RIPK2, CCF4 ratio; inhibition, % at 4.98 µM; actives 0.38% (n = 360,000); in the data active = inhibition above about 21%;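 note: 0% = vehicle only and 100% = reference blocker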
TRAIL sens C8: caspase-8 TRAIL sensitization. NB7+C8 cells + TRAIL, ATPlite viability luminescence. inhibition (viability loss, TRAIL sensitization), % at 10 µM. actives 1% (n = 360,000). AID 624354;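 active = compounds causing at least 50% loss of cell viability in the single-dose screen, relative to plate controls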
TWEAK-Fn14 inh: inhibitors of TWEAK-Fn14 interaction signaling | actives 2% (n = 360,000) | AID 1159606 | inhibition, % at 10 µM | TWEAK-stimulated Fn14 reporter cells, luciferase luminescence, 8 h; in the data active = inhibition above about 50%
NR2F2 inh: NR2F2 (human) inhibition, primary screen; P24468; HEK293T NGFI-A luciferase reporter, luminescence; inhibition, % at 8.6 µM; actives 0.7% (n = 370,000);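 active = inhibition above a per-plate cutoff, mean inhibition of test wells between control levels plus 3 SD, cut at about 38% in these data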;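 note: cells cotransfected with COUP-TFII expression vector driving the NGFI-A reporter; 0% = median of COUP-TF2 test wells and 100% = reporter-only cells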
LRH-1 inv ag: suppresses constitutive activity of human LRH-1; inhibition, % at 3.6 µM; O00482; HEK293T StAR-luciferase reporter, LRH-1 transfected, 24 h; actives 0.13% (n = 360,000);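 active = inhibition above the mean inhibition of all tested compounds plus 3 SD, cut at about 73% in these data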;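 note: 0% = DMSO wells and 100% = reporter-only cells lacking LRH-1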
SRC2 inh: inhibits human steroid receptor coactivator 2; Q15596; HEK293 GAL4-SRC2 luciferase reporter, luminescence; inhibition, % at 9 µM; actives 0.17% (n = 370,000);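 active = inhibition above the mean inhibition of all tested compounds plus 3 SD, set per campaign, cut at about 52% in these data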;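 note: 0% = DMSO treated cells and 100% = cells given Gossypol at 36 µM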
NCOA3 inh: human NCOA3 inhibition | HEK293 GAL4-SRC3 luciferase reporter, luminescence | inhibition, % at 3.6 µM | actives 0.17% (n = 360,000) | AID 588352;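 active = inhibition above a per-campaign cutoff, the mean of all compounds plus 3 SD, cut at about 60% in these data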;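 note: 0% = DMSO-treated cells and 100% = gossypol-treated cells at 36 µM; higher means less SRC3-driven luciferase light from the GAL4 reporter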
EBV LMP1 NFkB: inhibitors of Epstein-Barr LMP1-induced NF-kappaB reporter. actives 0.69% (n = 350,000). inhibition, % at 12.5 µM. AID 504558. LMP1-induced NF-kappaB luciferase reporter cells, luminescence; in the data active = inhibition above about 41%;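 note: 0% = neutral control wells and 100% = reference inhibitor control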
TROY NFkB inh: inhibitors of TROY-dependent NF-kB signaling; AID 1347056; actives 0.98% (n = 360,000); Q293 LMP1-TROYcd NF-kB luciferase reporter, 4 h; inhibition, % at 10 µM;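 active = compounds whose plate-normalised and pattern-corrected inhibition of the luciferase reporter signal at the single screening dose is 50% or more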
SRC1 inh: inhibitors of human steroid receptor coactivator 1 (SRC1); HEK293 GAL4-SRC1 luciferase reporter, luminescence; Q15788; actives 0.12% (n = 360,000); inhibition, % at 3.6 µM;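 active = inhibition above the campaign mean plus 3 SD, with each screening campaign given its own cutoff, cut at about 60% in these data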;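 note: 0% = DMSO treated cells and 100% = gossypol at 36 µM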
Target sequence (Q15788 whole entry, looked up, the tested form may be a part): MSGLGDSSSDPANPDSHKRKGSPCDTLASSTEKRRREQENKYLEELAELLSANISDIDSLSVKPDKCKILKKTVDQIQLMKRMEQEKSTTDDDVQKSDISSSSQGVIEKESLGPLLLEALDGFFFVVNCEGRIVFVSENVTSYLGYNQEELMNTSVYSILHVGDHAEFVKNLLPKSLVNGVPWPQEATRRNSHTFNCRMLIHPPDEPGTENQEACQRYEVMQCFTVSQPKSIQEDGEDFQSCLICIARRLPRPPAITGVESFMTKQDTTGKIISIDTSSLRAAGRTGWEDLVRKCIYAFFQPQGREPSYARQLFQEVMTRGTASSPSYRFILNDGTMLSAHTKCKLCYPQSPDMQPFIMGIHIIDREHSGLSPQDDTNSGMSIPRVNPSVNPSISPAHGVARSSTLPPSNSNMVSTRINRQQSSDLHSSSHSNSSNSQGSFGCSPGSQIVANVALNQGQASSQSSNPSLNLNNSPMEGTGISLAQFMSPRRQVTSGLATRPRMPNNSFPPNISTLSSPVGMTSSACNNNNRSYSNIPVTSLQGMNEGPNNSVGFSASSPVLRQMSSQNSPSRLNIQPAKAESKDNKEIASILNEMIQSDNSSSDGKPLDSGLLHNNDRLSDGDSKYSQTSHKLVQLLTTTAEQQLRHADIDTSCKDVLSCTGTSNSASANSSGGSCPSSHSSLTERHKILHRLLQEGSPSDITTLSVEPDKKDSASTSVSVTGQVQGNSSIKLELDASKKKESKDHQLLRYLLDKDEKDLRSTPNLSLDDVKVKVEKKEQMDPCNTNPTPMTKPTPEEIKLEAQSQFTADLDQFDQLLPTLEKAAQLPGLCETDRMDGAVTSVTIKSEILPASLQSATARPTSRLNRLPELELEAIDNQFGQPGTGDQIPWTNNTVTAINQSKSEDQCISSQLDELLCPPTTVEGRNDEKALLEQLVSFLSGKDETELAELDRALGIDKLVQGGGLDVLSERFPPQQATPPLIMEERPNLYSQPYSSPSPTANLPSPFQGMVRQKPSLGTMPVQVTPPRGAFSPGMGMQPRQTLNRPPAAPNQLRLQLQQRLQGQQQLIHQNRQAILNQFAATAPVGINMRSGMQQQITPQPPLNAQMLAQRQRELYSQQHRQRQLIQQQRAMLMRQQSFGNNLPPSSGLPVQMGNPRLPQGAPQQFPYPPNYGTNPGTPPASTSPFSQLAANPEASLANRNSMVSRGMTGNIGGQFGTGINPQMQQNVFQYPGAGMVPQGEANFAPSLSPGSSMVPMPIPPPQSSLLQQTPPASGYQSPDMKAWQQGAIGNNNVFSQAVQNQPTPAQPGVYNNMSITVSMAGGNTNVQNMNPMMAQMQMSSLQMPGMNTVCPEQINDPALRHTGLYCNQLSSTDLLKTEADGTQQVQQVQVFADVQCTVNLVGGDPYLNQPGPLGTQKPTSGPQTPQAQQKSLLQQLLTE
Numbers without * were called inactive; . = not tested or not shown.

SMILES | TLR9-MyD88 inh | NOD2 RIPK2 PPI | TRAIL sens C8 | TWEAK-Fn14 inh | NR2F2 inh | LRH-1 inv ag | SRC2 inh | NCOA3 inh | EBV LMP1 NFkB | TROY NFkB inh | SRC1 inh
CC(C)CC(=O)[C@@H](O)Cc1ccc(O)cc1 | . | -6 | 8 | -29 | 11 | -4 | 3 | . | . | 0 | .
Cc1ccc(S(=O)(=O)N2CCOCC2)cc1C(=O)OCC(=O)NC1CC1 | -5 | -17 | 9 | 4 | -1 | 23 | 1 | 4 | 3 | -2 | -7
CC/C(=N/Nc1cccc(C)c1)c1cnnc(SC)n1 | 4 | 3 | 9 | -52 | 3 | -28 | 4 | 15 | 2 | -33 | 13
COc1ccc(/C=N\NC(=O)c2cc(OCC(F)(F)F)ccc2OCC(F)(F)F)cc1 | -1 | 5 | 14 | 9 | 0 | 31 | -3 | -4 | 4 | 14 | 3
Cc1cc(N2CCCC2)nc2ccc(NC(=S)NCCCOC(C)C)cc12 | -5 | -6 | -6 | -20 | -7 | -14 | -10 | -9 | -9 | -1 | 4
COc1ccc(CSc2nnnn2C)cc1F | -3 | 1 | 4 | 1 | 15 | 1 | -12 | 14 | -6 | -21 | -13
CCN(c1ccccc1)c1cc(C)nc2ncnn12 | -9 | 6 | -2 | -7 | -10 | 14 | 22 | 11 | -3 | 2 | -2
CCCCn1nnnc1C(c1cc2ccccc2o1)N(CCN(C)C)Cc1ccccc1 (stereo unspecified) | . | 8 | 12 | -8 | 2 | 30 | 0 | . | . | 2 | .
N/C(=N\OC(=O)COc1ccc(Br)cc1Cl)c1cccnc1 | 2 | -12 | 12 | -40 | -14 | 15 | -29 | -40 | -22 | -27 | -92
CSc1nc(-c2ccccc2)nc(SC)c1C(C)=O | 8 | 0 | -16 | 3 | 22 | 0 | 21 | 5 | -15 | 11 | 14
CCOC(=O)c1sc2nc(NC(=O)C(C)(C)C)sc2c1C | 7 | -4 | 37 | 65* | -35 | -112 | -20 | -121 | -55 | 68* | -115
Cc1ccc(-c2n[nH]c(=S)n2/N=C/c2ccc(C)s2)cc1 | -6 | 1 | 27 | -8 | -2 | -6 | -14 | 7 | 12 | -3 | -1
CCOc1ccc(NC(=O)CSc2nc(N3CCOCC3)nc(N3CCOCC3)n2)cc1 | 6 | -7 | -9 | -21 | 3 | 5 | -17 | 8 | 6 | 6 | -23
CCn1cc(C(=O)N[C@@H](CCSC)C(=O)NC(C)(C)CO)c(=O)c2cc3c(cc21)OCO3 | -2 | -3 | -15 | -4 | 23 | -18 | -19 | 3 | 0 | 7 | 4
CC(C)(CO)NC(=O)C(Cc1ccccc1)N1C(=O)c2ccccc2C1=O (stereo unspecified) | -5 | -5 | -7 | 8 | 5 | -5 | 6 | 2 | -2 | -6 | -1
O=C(C1=COCCO1)N1CCN(c2nc3ccc([N+](=O)[O-])cc3s2)CC1 | -4 | -4 | 4 | -11 | 1 | 10 | 13 | -4 | 8 | -17 | 2
CCCNC(=O)Nc1ccc2c(c1)N(C)C(=O)c1ccccc1S2 | -3 | -9 | 0 | -31 | 9 | 13 | 1 | -2 | -1 | -14 | 22
O=C(CC(=O)NC1CCCCC1)N/N=C/c1ccccc1[N+](=O)[O-] | -12 | -2 | 13 | -25 | -18 | -18 | -46 | -34 | -5 | -33 | -45
Cn1c(SCc2c(Cl)cccc2Cl)nnc1-c1cccs1 | 2 | -9 | -3 | -16 | -16 | -35 | -38 | -7 | -9 | -10 | -32
CC(=O)c1ccc(N(C(=O)CNC(=O)c2ccco2)C(C(=O)NCC2CCCO2)c2ccccc2)cc1 (stereo unspecified) | -3 | -2 | 1 | 0 | -1 | -14 | 5 | 8 | 4 | 0 | 0
Clc1ncccc1-c1nc2ccccc2s1 | 4 | -3 | 3 | -15 | -17 | -42 | -50 | -51 | -17 | -64 | -53
Cc1cccc(C)c1NC(=O)CSc1nnc(Cc2ccccc2)o1 | 4 | -6 | -11 | -9 | 11 | 13 | 2 | 18 | -3 | -6 | -2
CN(CC1COc2ccccc2O1)C(=O)CSc1nncs1 (stereo unspecified) | 2 | 2 | -8 | 20 | -2 | -6 | -8 | 3 | 0 | -14 | -11
O=C(CCc1nc2ccccc2c(=O)[nH]1)OCc1cccc(C(F)(F)F)c1 | 4 | 5 | 5 | 2 | 6 | -24 | 0 | 8 | 6 | -6 | 0
Cc1ccc(NC(=O)CN(C)C(=O)c2ccc3[nH]c4c(c3c2)CC(C)CC4)cc1 (stereo unspecified) | 0 | -2 | 22 | -41 | -4 | -6 | -22 | 16 | 11 | 5 | 7
O=C(O)C1CCN(C(=O)c2ccccc2N2C(=O)[C@@H]3Cc4c([nH]c5ccccc45)C(c4cccc(Cl)c4)N3C2=O)CC1 (stereo partly specified) | -8 | -4 | -1 | 14 | 13 | 18 | -10 | -13 | -7 | -16 | -15
O=c1cc(N2CCN(Cc3ccccc3)CC2)c(-c2ccccc2)n[nH]1 | 1 | -9 | -11 | -2 | 1 | 7 | 17 | 12 | -13 | -25 | 3
CCOC(=O)C1CCN(S(=O)(=O)c2ccc(C(C)=O)cc2)CC1 | 2 | 3 | -13 | -7 | 10 | 15 | 21 | 6 | -6 | 12 | 6
O=C(Nc1ccccc1Cl)NC1(C(=O)NCCCN2CCOCC2)CCCCC1 | 8 | -4 | 1 | -7 | -18 | 2 | -16 | -5 | -2 | 6 | -11
O=C(OCC#CCSc1nnc(-c2cccc3ccccc23)o1)c1cccc2[nH]ccc12 | 5 | -2 | -8 | -27 | 18 | 14 | -5 | 2 | 5 | 3 | -5
O=C(N/N=C/c1c[nH]c2ccccc12)c1ccn[nH]1 | -4 | -11 | 8 | 8 | -26 | -101 | -68 | -55 | -6 | -36 | -92
COC(=O)c1ccccc1NC(=S)N(Cc1ccc2c(c1)OCO2)Cc1cc2cccc(C)c2[nH]c1=O | -5 | -8 | 13 | 18 | -5 | 7 | 11 | 1 | 2 | -2 | 9
O=C(COC(=O)c1c2c(nc3ccccc13)/C(=C\c1cccs1)CCC2)Nc1ccccc1 | -9 | -7 | 10 | 42 | 18 | 15 | 3 | 30 | -25 | 6 | 24
COc1ccc(CNC(=O)CS(=O)CC(=O)O)cc1OC (stereo unspecified) | -5 | -10 | -3 | -7 | -6 | 18 | -14 | 6 | -3 | 10 | -14
COCCNC(=O)CCCn1c(=O)c2ccccc2n(CC(=O)NCCC2=CCCCC2)c1=O | -7 | 5 | -1 | 9 | -4 | 0 | 15 | 7 | -12 | 1 | -5
CC(/C=N/Nc1ccc2nncn2n1)=C\c1ccccc1 | 5 | 10 | -11 | -27 | 4 | 5 | 6 | 24 | -26 | -38 | 11
CC(C)C[C@@H](CN1CCC[C@@H]1CN1C(=S)NC[C@@H]1Cc1ccc(O)cc1)N1C[C@H](Cc2ccc(O)cc2)N(CC2CCCCC2)C1=S | . | -8 | -5 | 26 | 11 | 1 | 12 | -29 | . | 18 | 9
O=C(CN1CCSCC1)N/N=C/c1ccccc1F | 0 | 2 | -14 | 2 | -10 | -14 | -11 | -8 | 3 | -2 | -24
N=C1C(c2ccccc2)=C(O)CN1c1ccc2c(c1)OCO2 | -6 | -6 | -4 | 9 | -13 | 0 | -28 | 6 | -5 | -8 | 2
CSc1ccc(/C=N/n2c(C)nnc2C)cc1 | 4 | -4 | -7 | 8 | -11 | -11 | 11 | -8 | 4 | -19 | -1
Cc1nc2ccccc2nc1N1CCCCC1 | 4 | -7 | -8 | -6 | -5 | -16 | -18 | 1 | -1 | 3 | -18
CCOC(=O)CSc1nnc(-c2cccnc2)n1C | -4 | 2 | 1 | -6 | 18 | 13 | -3 | 0 | 0 | 1 | -17
CC1CN(CCCCOc2ccc3ccccc3c2)CC(C)O1 (stereo unspecified) | -11 | -3 | 2 | -8 | 9 | -52 | 1 | 15 | 9 | -34 | -5
O=S1(=O)CC/C(=N/Nc2ccc(C(F)(F)F)cn2)c2cc(F)ccc21 | -2 | -6 | 11 | 1 | -7 | 11 | -12 | 12 | -5 | 16 | 0
NC(=O)Nc1ccc(C(=O)OCC(=O)NC2CCCCC2)cc1 | -3 | -19 | -6 | 0 | 8 | -8 | -13 | 9 | -16 | -11 | -2
COc1cc2c(cc1OC)CN(C(=O)C1(c3ccccc3)CC1)CC2 | -18 | -2 | 9 | 4 | -5 | 25 | 23 | 16 | -2 | 7 | 0
CCNC(=O)/C(C#N)=C/c1c(N2CCN(Cc3ccc4c(c3)OCO4)CC2)nc2c(C)cccn2c1=O | 0 | -2 | 11 | -13 | -6 | -7 | -2 | 23 | 6 | 17 | 13
COC(=O)c1ccc(NC(=O)Cn2nnc3ccccc32)cc1 | 1 | -12 | -2 | -10 | -37 | -122 | -21 | -82 | -38 | -41 | -83
COc1ccc(C2=NN(C(=O)c3ccncc3)C(c3ccccc3O)C2)cc1 (stereo unspecified) | 7 | -1 | -1 | -1 | 14 | -7 | -11 | 8 | 9 | -19 | 0
Cn1ccnc1C(O)c1ccccc1 (stereo unspecified) | 7 | -6 | -2 | -23 | -24 | 6 | -49 | 0 | 6 | 3 | -6
O=S(=O)(NCCOc1cccc2cccnc12)c1ccc(F)cc1 | -2 | -8 | -3 | 2 | 14 | 5 | -10 | -6 | -3 | 9 | 8
FC(F)(F)c1ccc(CN2CCN(Cc3ccco3)CC2)cc1 | -4 | 2 | -11 | -1 | 1 | -3 | 8 | -3 | 8 | -9 | -8
CC(=O)c1c(C)[nH]c(C(=O)OCC(=O)NCCC2=CCCCC2)c1C | 5 | -23 | 19 | 5 | 4 | 26 | -19 | 27 | 9 | 10 | 14
Cc1cc(C(=O)NCC2CCCCC2)ccc1[N+](=O)[O-] | 3 | -7 | -9 | 16 | -9 | -26 | -48 | -28 | 29 | -36 | -20
Cc1ccc(NC(=O)CN2C(=O)S/C(=C\c3ccc(-c4cccc(C(=O)O)c4C)o3)C2=O)cc1C | 2 | -1 | 4 | -7 | 2 | -5 | 3 | -15 | -6 | 6 | -12
O=C1N/C(=N\c2ccccn2)SC1Cc1ccc(Cl)cc1 (stereo unspecified) | 2 | -6 | 2 | 14 | 5 | 8 | 16 | 1 | 5 | 8 | -13
COc1ccccc1CNC(=O)C(=O)NCC1OCCN1C(=O)c1cccs1 (stereo unspecified) | -2 | -6 | -3 | -5 | 13 | -10 | 0 | 4 | 5 | -7 | 0

An excerpt of these results, tab-delimited:
SMILES	TLR9-MyD88 inh	NOD2 RIPK2 PPI	TRAIL sens C8	TWEAK-Fn14 inh	NR2F2 inh	LRH-1 inv ag	SRC2 inh	NCOA3 inh	EBV LMP1 NFkB	TROY NFkB inh	SRC1 inh
CCNC(=O)/C(C#N)=C/c1c(N2CCN(Cc3ccc4c(c3)OCO4)CC2)nc2c(C)cccn2c1=O	0	-2	11	-13	-6	-7	-2	23	6	17	13
COC(=O)c1ccc(NC(=O)Cn2nnc3ccccc32)cc1	1	-12	-2	-10	-37	-122	-21	-82	-38	-41	-83

Not all compounds are listed; the hit share may differ from the screen's.
